# Screening data from PubChem BioAssay.
# TSG101-PTAP inh: blocks PTAP/TSG101 interaction to inhibit HIV-1 budding | 340,000 tested, under 10 active | Q99816 | Fluorescence polarization, FITC-PTAP peptide / Tsg101 binding | Potency, µM (series often up to 115 µM), without a hit: at the highest dose activity change, negative = inhibition, hits mostly inhibitors; active = well fitted inhibition curve with a large enough effect in the main read-out, with a control signal flat, not every such curve was filed as active; inconclusive = small, poorly fitted or top-dose-only effect, or effect the other way, or a change in a side signal; inactive = no such curve, though single readings can be large or run the other way; note: potency is the fitted concentration of half-maximal effect; % of control where 0% means no effect
#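 Fluorescence polarization binding of Tsg101 binding domain (10 uM final) to FITC-labeled PTAP peptide (50 nM final) in HEPES pH 7.5 buffer with NaCl, Tween 20, EDTA, TCEP. Compounds added before peptide; binding 20 min at RT.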
# ASM inhibitor: human S-ASM enzyme inhibition; 0.006% of 340,000 active; AID 504937; Potency, µM (doses to about 57.5 µM), for inactives: at the highest dose activity change, negative = inhibition, hits mostly inhibitors; placental ASM, HMU-PC fluorogenic substrate, 60 min; P17405; note: potency is the fitted concentration of half-maximal effect
#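 Fluorogenic HMU-PC substrate (9 uM final) is turned over by placental ASM in 60 min at 37 C after a 10 min compound preincubation. Reaction ended by alkaline stop (pH 10), with fluorescence read at 386/447 nm.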
# TSHR antagonist: antagonists of human thyroid stimulating hormone receptor; TSHR-expressing cells, TSH-stimulated cAMP HTRF, 2 h; hits give low values; 0.2% of 330,000 active; P16473; activity change, negative = inhibition, % at 11.5 µM; AID 504810;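 active = activity change below a set negative limit, meaning inhibition stronger than a set level, cut at about -70% in these data; inconclusive = activity change between two set negative limits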; note: % is set by controls: 0 for no effect and ±100 for the full control effect
# Target sequence (P16473 whole entry, looked up): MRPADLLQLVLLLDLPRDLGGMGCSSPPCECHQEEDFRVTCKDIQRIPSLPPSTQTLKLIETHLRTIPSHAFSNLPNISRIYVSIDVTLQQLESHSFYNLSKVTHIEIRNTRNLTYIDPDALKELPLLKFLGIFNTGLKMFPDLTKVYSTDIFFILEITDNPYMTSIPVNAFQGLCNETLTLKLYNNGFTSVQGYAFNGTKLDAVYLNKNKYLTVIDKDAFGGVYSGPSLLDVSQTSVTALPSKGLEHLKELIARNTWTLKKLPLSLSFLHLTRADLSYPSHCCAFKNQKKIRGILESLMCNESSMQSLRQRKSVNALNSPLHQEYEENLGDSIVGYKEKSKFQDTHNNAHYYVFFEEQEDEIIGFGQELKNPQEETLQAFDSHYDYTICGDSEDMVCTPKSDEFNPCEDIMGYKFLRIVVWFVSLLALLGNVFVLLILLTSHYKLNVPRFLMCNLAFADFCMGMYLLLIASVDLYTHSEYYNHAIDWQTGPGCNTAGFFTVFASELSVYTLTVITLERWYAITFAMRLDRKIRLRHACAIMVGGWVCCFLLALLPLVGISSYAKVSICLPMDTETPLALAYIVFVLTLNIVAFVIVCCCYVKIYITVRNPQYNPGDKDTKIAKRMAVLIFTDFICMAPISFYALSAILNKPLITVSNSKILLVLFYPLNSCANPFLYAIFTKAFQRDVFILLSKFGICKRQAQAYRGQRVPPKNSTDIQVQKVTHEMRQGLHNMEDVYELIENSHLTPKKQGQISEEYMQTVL
#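 Freshly harvested TSHR cells receive pin-tooled compound, then EC80 TSH at 4nM final. After 2 hours at 37 deg C, antibody in lysis buffer and cAMP-d2 are added; 30 minutes at ambient temperature precede the HTRF read.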
# Mito fusion act: mitochondrial division inhibition or fusion activation; 0.23% of 320,000 active; Potency, µM (series often up to 46.1 µM), without a hit: at the top dose growth rescue (activation), hits mostly activators; S. cerevisiae fusion-defective mutant growth rescue, CellTiterGlo 48 h;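 note: potency is the fitted concentration of half-maximal effect; % of control where 0% means no effect; nearly all actives have a fitted effect of over 45% in size; temperature-sensitive fusion mutants such as fzo1-1 at 37 °C on non-fermentable ethanol glycerol medium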
#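 Temperature-sensitive fusion-defective S. cerevisiae (e.g. fzo1-1, mgm1-5) were grown with compound in YPEG medium (3% ethanol, 3% glycerol) for 48 hours at 37C. Growth rescue was measured as viability by CellTiterGlo luminescence after 10 minutes at ambient.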
# Chronic BCR inh: blocks chronic active B-cell receptor signaling | 0.05% of 340,000 active | ABC-DLBCL IkBa-CBG/CBR reporter, luminescence ratio, 4 h | Potency, µM (top dose mostly 46.1 µM), for the others: at the highest dose ratio change, negative = lower green/red ratio, most hits filed as inhibitors; active = well fitted inhibition curve with a large enough effect in the signal ratio, with a control signal flat, not every such curve was filed as active; inconclusive = small, poorly fitted or top-dose-only effect, or effect the other way, or a change in a side signal; the % refers to the signal ratio;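 note: potency is the fitted concentration of half-maximal effect; plate controls were basal doxycycline-induced cells for no effect and cells given 10 µM MG132 for full effect; MG132 reads +100%, hits lower the ratio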
#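 Doxycycline induced both beetle luciferases in TMD8 lymphoma cells; IKK-driven degradation limits the IkappaBalpha-fused green signal, while red luminescence normalises for cell number and nonspecific effects. Compounds tested up to 46 uM, 4 hrs.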
# A-T KAP1 phos: potential ataxia-telangiectasia treatment. […] A-T fibroblasts, KAP-1 phosphorylation AlphaLISA; neocarzinostatin DNA damage 30 min before lysis. Potency, µM (highest dose often 57.5 µM), for inactives: at the top dose activation, most hits filed as activators. 0.19% of 320,000 active; note: potency is the fitted concentration of half-maximal effect; % of control where 0% means no effect; nearly all actives have a fitted effect of over 45% in size
#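 ATM-like activity read as KAP-1 phosphorylation via AlphaLISA donor/acceptor antibody pairs after lysis and 6 hr at 25C. Cells were ATM-null patient fibroblasts ([…], hTERT), dosed 60 min, then exposed to the DSB inducer NCS for 30 min.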
# ELG1 DNA repair: blocks ELG1-dependent DNA repair in HEK293T cells. HEK293T ELG1-luciferase reporter, luminescence, 16 h; DNA damage induced by 5-fluorouridine. Potency, µM (series often up to 46.1 µM), inactives show at the highest dose activity change, negative = inhibition, actives largely listed as inhibitors. 2.3% of 330,000 active. AID 504467; note: potency is the fitted concentration of half-maximal effect; % is set by controls: 0 for no effect and ±100 for the full control effect; nearly all actives have a fitted effect of over 55% in size
#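 Luminescence from the luciferase reporter, measured 30 min after ONE-Glo reagent at room temperature, was the read-out. Beforehand, 2,000 cells per well were exposed for 16 hr at 37 °C to 5-fluorouridine together with compound or vehicle.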
# Eya2 phos inh: blocks the phosphatase activity of human Eya2. O00167. recombinant Eya2, OMFP fluorescence dephosphorylation (OMFP is methylfluorescein phosphate). Potency, µM (top dose mostly 76.9 µM), without a hit: at the highest dose activity, negative = inhibition, actives largely listed as inhibitors. 0.006% of 330,000 active. AID 488837; note: potency is the fitted concentration of half-maximal effect; % is set by controls: 0 for no effect and ±100 for the full control effect
#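 Eya2 (0.2 uM) preincubated 10 min at ambient with compound, then OMFP substrate added at 50 uM; 10 min reaction in 50 mM HEPES pH 7.5, 50 mM NaCl, 5 uM MgCl2, 0.05% BSA, 1 mM DTT. Fluorescence read at Ex 485/Em 525 nm.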
# TCR activator: activators of T cell receptors | primary human leukocytes, anti-CD3, IL-2 HTRF, 48 h | Potency, µM (series often up to 9.22 µM), inactives show at the highest dose activation of IL-2 secretion, most hits filed as activators | AID 504894 | 330,000 tested, under 10 active; note: % of control where 0% means no effect
#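 48 hr co-incubation of compounds, a-CD3 beads and primary human leukocytes; IL-2 quantified homogeneously by HTRF with anti-IL-2 K and d2 conjugates.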
# Tb PFK block: blocks T. brucei phosphofructokinase | O15648 | AID 485367 | Potency, µM (titrated, usually from 57.5 µM), inactives show top-dose activity, negative = inhibition, actives largely listed as inhibitors | T. brucei PFK, ADP-Glo luminescence | 0.17% of 330,000 active;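 note: potency is the fitted concentration of half-maximal effect; 0% = uninhibited 1x PFK enzyme wells and -100% = no-enzyme wells; nearly all actives have a fitted effect of over 60% in size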
#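 Activity is normalized to no-enzyme wells (full inhibition) and 1.25 nM enzyme wells (no inhibition). Reaction: 0.5 mM F6P, 0.1 mM ATP, 45 min RT, ADP-Glo luminescence; concentration-response curves fitted and classed by quality.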
# Integrin act MD: activators of alpha7 integrin expression for muscular dystrophy | alpha7betagal myoblasts, beta-gal FDG fluorescence, 48 h | Potency, µM (top dose mostly 38.3 µM), without a hit: at the highest dose activation, actives largely listed as activators | 0.064% of 350,000 active;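 note: potency is the fitted concentration of half-maximal effect; 100% = response of the positive control SU9516; nearly all actives have a fitted effect of over 60% in size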
#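 Alpha7betagal+/- myoblasts (passage 13) were plated 16-24 hr, then exposed to compounds (1:260 dilution of DMSO stock) for 48 hours at 37C. After MPER lysis, β-galactosidase reporter activity was read as FDG fluorescence (ex 480/em 540) after 30 minutes.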
# * = called active by the depositor; ? = inconclusive; . = not tested or not shown; [ ] = another dose, or the depositor's remark. Unless noted, calls come from the whole dose curve; as a rule, active = well fitted curve in the direction sought with a large enough effect; inconclusive = small, poorly fitted or top-dose-only effect, or another doubt; inactive = no such curve, though single readings can be large; an effect the other way counts as inactive or inconclusive. Compounds were not picked by outcome (roughly 3.2% active in at least one column).
SMILES,TSG101-PTAP inh,ASM inhibitor,TSHR antagonist,Mito fusion act,Chronic BCR inh,A-T KAP1 phos,ELG1 DNA repair,Eya2 phos inh,TCR activator,Tb PFK block,Integrin act MD
O=c1cnnc(Nc2ccc(F)cc2)[nH]1,0%,-2%,1,5%,0%,4%,-4%,5%,-2%,1%,-27%
C=C1c2cccc(OC)c2O[C@H](C(=O)OCC)[C@@H]1CCCCCC,0%,-7%,-8,.,-2%,14%,7%,-21%,-1%[46.1 µM],24%,-17%
O=C(CSc1nc2ccccc2c(=O)n1Cc1ccco1)N1CCN(c2ccccc2)CC1,-4%,-4%,6,16%,?,6%,?,-25%,4%,-7%,-16%
COc1ccccc1-c1nnc(SCC(=O)N2CCOCC2)n1-c1ccccc1,-2%,6%,-3,-1%,0%,-2%,-1%,-1%,0%,-2%,14%
Cc1c(CCC(=O)N[C@@H](C)C(=O)O)c(=O)oc2cc3oc4c(c3cc12)CCCC4,-5%,344%[activator],-18,20%,?,-1%,?,-14%,1%,1%,-5%
O=C(O)C1C(c2ccccc2)C(C(=O)OCCCO)C1c1ccccc1 (stereo not drawn),-5%,-1%,10,-3%,?,-4%,7%,3%[15.4 µM],-1%,-3%,2%
CN(C)CCCN(C(=O)c1ccc(S(=O)(=O)N2CCc3ccccc32)cc1)c1nc2ccc(F)cc2s1,-6%,-12%,-2,-19%,9%,10%,24%,-16%,0%,-1%,-21%
Nc1cc(C(=O)OCC(=O)NNC(=O)c2ccccc2F)ccc1Cl,1%,6%,-3,.,-7%,14%,10%,0%,2%[46.1 µM],8%,6%
CCn1cc(Br)c(C(=O)N(C)Cc2ccccc2)n1,-2%,2%,1,-5%,0%,4%,13%,-2%,1%,-11%,-4%
COc1ccc(Cl)cc1NC(=O)c1cccnc1,-5%,1%,-4,1%,2%,6%,7%,-6%[15.4 µM],9%,-4%,10%[7.66 µM]

# Single records, from the list above.
# `Cc1c(CCC(=O)N[C@@H](C)C(=O)O)c(=O)oc2cc3oc4c(c3cc12)CCCC4` reads TSG101-PTAP inh: -5%; ASM inhibitor: 344%[activator]; TSHR antagonist: -18; Mito fusion act: 20%; Chronic BCR inh: ?; A-T KAP1 phos: -1%; ELG1 DNA repair: ?; Eya2 phos inh: -14%; TCR activator: 1%; Tb PFK block: 1%; Integrin act MD: -5%
# `CCn1cc(Br)c(C(=O)N(C)Cc2ccccc2)n1` reads TSG101-PTAP inh: -2%; ASM inhibitor: 2%; TSHR antagonist: 1; Mito fusion act: -5%; Chronic BCR inh: 0%; A-T KAP1 phos: 4%; ELG1 DNA repair: 13%; Eya2 phos inh: -2%; TCR activator: 1%; Tb PFK block: -11%; Integrin act MD: -4%

# 5 compounds drawn at random from the list so far, as already listed:
SMILES,TSG101-PTAP inh,ASM inhibitor,TSHR antagonist,Mito fusion act,Chronic BCR inh,A-T KAP1 phos,ELG1 DNA repair,Eya2 phos inh,TCR activator,Tb PFK block,Integrin act MD
O=C(CSc1nc2ccccc2c(=O)n1Cc1ccco1)N1CCN(c2ccccc2)CC1,-4%,-4%,6,16%,?,6%,?,-25%,4%,-7%,-16%
COc1ccccc1-c1nnc(SCC(=O)N2CCOCC2)n1-c1ccccc1,-2%,6%,-3,-1%,0%,-2%,-1%,-1%,0%,-2%,14%
COc1ccc(Cl)cc1NC(=O)c1cccnc1,-5%,1%,-4,1%,2%,6%,7%,-6%[15.4 µM],9%,-4%,10%[7.66 µM]
O=C(O)C1C(c2ccccc2)C(C(=O)OCCCO)C1c1ccccc1 (stereo not drawn),-5%,-1%,10,-3%,?,-4%,7%,3%[15.4 µM],-1%,-3%,2%
Nc1cc(C(=O)OCC(=O)NNC(=O)c2ccccc2F)ccc1Cl,1%,6%,-3,.,-7%,14%,10%,0%,2%[46.1 µM],8%,6%

# More structures:
SMILES,TSG101-PTAP inh,ASM inhibitor,TSHR antagonist,Mito fusion act,Chronic BCR inh,A-T KAP1 phos,ELG1 DNA repair,Eya2 phos inh,TCR activator,Tb PFK block,Integrin act MD
Cc1ccc(C2CC(c3ccco3)=NN2S(C)(=O)=O)cc1 (stereo not drawn),-2%,2%,-6,-1%,4%,1%,?,2%,11%[46.1 µM],2%,-22%
Oc1ccccc1/C=N/NC(=S)NC1CC2CC1C1C=CCC21 (stereo not drawn),2%,340%[activator],14,9%,-1%,3%,?,-3%,3%,2%,-25%
O=C(CN(C1CCCCC1)S(=O)(=O)c1ccc(F)cc1)NC1CC1,-5%,-1%,24,-3%,-1%,-3%,-4%,-11%,-4%,1%,0%
CCOC(=O)C1(C)NC(c2ccco2)C2C(=O)N(CC)C(=O)C21 (stereo not drawn),0%,10%,-7,-6%,-6%,1%,7%,-2%,2%,-5%,9%
CC(C)N(Cc1ccccc1)S(=O)(=O)N(C)C,-3%,-3%,-10,0%,2%,2%,-2%,-9%,-11%,-7%,15%
Cc1cc(NC(=O)CCC(=O)N(c2ccc(F)cc2)C(C(=O)NC2CCCC2)c2ccccc2)no1 (stereo not drawn),-4%,-3%,-16,1%,0%,3%,-8%,-3%,3%,3%,-16%
CNC(=O)c1cn(-c2ccccc2)c(=O)c2ccccc12,-6%,4%,6,2%,-2%,-2%,1%,6%,-1%,-3%,20%
O=C(NCc1ccc(F)cc1)C1CCCN1C(=O)Nc1ccc(Cl)cc1 (stereo not drawn),-6%,0%,-7,1%,5%,9%,-13%,1%,10%,-1%,8%
O=C(OCC(=O)N1CCCCCC1)c1ccc(Cl)nc1,-4%,4%,.,.,3%,-3%,0%,9%,5%,0%,-10%
N#Cc1c(NC(=O)c2cnn3cccnc23)sc2c1CCCC2,-5%,-2%,3,3%,6%,2%,?,3%,-2%,-9%,0%
CN1CCN(CCOc2cccc(Cl)c2)CC1,-3%,2%,51,5%,12%,3%,0%,0%,1%,-9%,13%
O=[N+]([O-])c1cccc(/C([O-])=C(/C(=S)Nc2cccc3ccccc23)[n+]2ccccc2)c1,-1%,-1%,16,1%,?,18%,9%,-3%,-6%[46.1 µM],2%,5%
O=C(Nc1cccnc1)c1ccc(S(=O)(=O)c2ccccc2)cc1,-2%,0%,-12,-1%,-2%,1%,?,3%,-1%,1%,7%
CNC(=O)c1cc(S(=O)(=O)N2CC(C)OC(C)C2)ccc1N1CCOCC1 (stereo not drawn),-3%,0%,-13,1%,1%,1%,-2%,1%,-3%,-2%,2%
COc1ccc(C(=O)NCc2ccc3c(c2)OCO3)c(OC)c1,2%,-4%,14,-1%,?,-16%,?,5%,.,-3%,1%
COc1ccc(NS(=O)(=O)c2cccc(C(=O)NCC3(N4CCOCC4)CCCCC3)c2)cc1,-1%,0%,1,0%,-7%,0%,-1%,-18%,0%,1%,-20%
O=C(COC(=O)c1ccc(Br)o1)Nc1ncc([N+](=O)[O-])s1,-1%,-6%,-39,11%,?,-7%,?,16%,-5%,2%,21%
CC(C)CCNC(=O)CN(Cc1ccc(F)cc1)C(=O)CCC(=O)Nc1ccccn1,-2%,-2%,16,-1%,4%,-5%,-10%,-8%,-4%,0%,-1%
Cc1c(NC(=O)CN2C(=O)NC(C)(c3ccc4c(c3)OCCO4)C2=O)c(=O)n(-c2ccccc2)n1C (stereo not drawn),-6%,2%,4,-2%,-7%,-2%,16%,0%,-3%[46.1 µM],2%,-9%
N#C/C(=C\c1ccc2c(c1)OCO2)C(=O)NCc1ccco1,-6%,58%,-4,-3%,-4%,-1%,?,-6%,9%,0%,7%
O=C(CN1C(=O)c2ccccc2C1=O)NCC(=O)OCC(=O)c1cccc([N+](=O)[O-])c1,2%,1%,4,-2%,6%,-5%,3%,-3%,-1%,2%,-2%
